Screening data deposited in PubChem BioAssay by several laboratories.
RSV CPE inhibition: RSV antiviral activity via CPE protection, HEp-2 cells, primary 10 µM value included (AID 2391). 310,000 compounds, 0.13% hits. one-dose CPE inhibition, % at 10 µM; IC50 in µM for titrated hits. HEp-2 cells, RSV-induced CPE inhibition; higher % means a stronger effect; in the data active means a potency from the dose series; inconclusive means CPE inhibition mostly from about 23% at the one dose, without a potency; inactive means the rest, 99 in 100 with CPE inhibition below about 21%; further: strong numbers were not always called active
NS5 inhibitors: flavivirus cap methylation enzyme inhibition – biochemical, confirmation dose response, primary screen (AID 588689); Dengue-2 NS5 methyltransferase capping enzyme assay, biochemical; higher % means a stronger effect; 340,000 compounds, 0.3% hits; one-dose inhibition, % at 25 µM; IC50 in µM for titrated hits; in the data active means a potency from the dose series; inconclusive means inhibition above about 29% without an active follow-up result
PhoP inhibition: PhoP-dependent GFP reporter repression – Salmonella Typhimurium, primary screen (AID 1863); inhibition, % at 50 µM, or IC50 in µM where a hit was titrated; 300,000 compounds, 0.16% hits; S. Typhimurium PhoP-regulated promoter GFP reporter, 4 h; higher % means a stronger effect;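 active means inhibition over 29.93%, a cutoff 3 SD above the screen mean, later confirmed by dose response; inconclusive means inhibition over 29.93% but no dose response follow-up; inactive means inhibition at most 29.93% or unconfirmed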;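 further: 0% = low Mg2+ inducing control and 100% = high Mg2+ repressing control; strong numbers were not always called active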
GPR35 arrestin U2OS: inhibition of zaprinast-stimulated GPR35 beta-arrestin translocation – imaging, U2OS, beta-arrestin-GFP, zaprinast agonist, primary screen (AID 2058); inhibition, % at 10 µM, or IC50 in µM where a hit was titrated; 290,000 compounds, 0.052% hits; U2OS GPR35 beta-arrestin-GFP translocation imaging, zaprinast antagonism; higher % means a stronger effect;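 active means inhibition of at least 50% with at least 30 cells and total cytoplasm GFP at most 10,000,000; inconclusive means under 30 cells or total GFP of 10,000,000 plus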
Rac1 GTP hydrolysis: MgcRacGAP GTPase-activating activity inhibitors, confirmation, biochemical, ADP Hunter fluorescence. MgcRacGAP-stimulated Rac1 GTP hydrolysis, ADP Hunter fluorescence; higher % means a stronger effect; GST-tagged Rac1 F28L mutant substrate. inhibition, % at 30 µM, or IC50 in µM where a hit was titrated. 340,000 compounds, 0.6% hits;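 active means first-screen hits whose inhibition reached a set limit at any dose in the follow-up dose series; inconclusive means inhibition above the set first-screen limit but never retested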;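 further: fluorescence reports GDP produced by GAP-driven GTP hydrolysis; strong numbers were not always called active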
K1F lysis inhibition: protection from phage-mediated lysis, alamar blue read-out – E. coli UTI89, K1F phage, bacterial capsule biogenesis inhibitors (AID 488966). inhibition, % at 100 µM; hits with a dose series show IC50 in µM. 340,000 compounds, 0.02% hits. E. coli UTI89 K1F phage lysis, alamar blue, 2 h; higher % means a stronger effect;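 active means phage lysis inhibition, versus mean bacterial control, above a set limit; inconclusive means no clear call, values can overlap the other calls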;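 further: capsule biogenesis inhibitors block K1F phage lysis so surviving cells raise fluorescence; higher fluorescence means more inhibition of phage lysis; actives were called in the ten point dose series up to 300 µM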
GPR55 LPI antagonism: GPR55 antagonists blocking LPI-driven arrestin recruitment, primary screen, imaging, U2OS, beta-arrestin-GFP, LPI agonist (AID 2013); one-dose inhibition, % at 10 µM; IC50 in µM for titrated hits; 290,000 compounds, 0.13% hits; U2OS GPR55 beta-arrestin-GFP translocation imaging, LPI antagonism; higher % means a stronger effect;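 active means spots per cell inhibited over 60%, with over 100 cells counted and total cytoplasm intensity under 500,000; inconclusive means wells with under 100 cells, flagged as likely toxic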;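 further: U2OS cells stably carrying GPR55 and arrestin-GFP stimulated by 5 µM LPI near EC80; imaged beta-arrestin-GFP aggregate spots per cell after agonist stimulation; plate controls were LPI-stimulated DMSO wells for no effect and DMSO wells without LPI for full effect; some results filed as inactive read as strong as hits; confirmed hits need IC50 under 10 µM and bright autofluorescent wells are also inconclusive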
HIV fusion peptide: cell-free HIV fusion peptide-binding blockers – biochemical, uHTS, fluorescence dequenching, primary screen (AID 1986) | cell-free peptide binding, fluorescence dequenching, 30 min; higher % means a stronger effect | one-dose inhibition, % at 20 µM; IC50 in µM for titrated hits | 290,000 compounds, 0.3% hits; in the data active means inhibition mostly above about 52%, no sharp cut-off; inactive means mostly below about 76%; further: some results filed as inactive read as strong as hits
Large T inhibition: SV40 large T antigen inhibitors, biochemical (AID 1903) | inhibition, % at 20 µM, or IC50 in µM where a hit was titrated | 310,000 compounds, 0.39% hits | SV40 large T antigen ATPase/helicase inhibition assay; higher % means a stronger effect; in the data active means a potency from the dose series; inconclusive means inhibition mostly from about 32% at the one dose, without a potency; inactive means the rest, 99 in 100 with inhibition below about 32%; further: strong numbers were not always called active
NS5 inhibitors pilot replicate: recorded beside NS5 inhibitors, whose call it bears; inhibition, %; measured here: pilot screen replicate inhibition
* marks the source's active call; other numbers are inactive results; i = inactive; u = inconclusive; x = not tested or not shown; [ ] = dose if it differs, or a comment.

SMILES	RSV CPE inhibition	NS5 inhibitors	PhoP inhibition	GPR35 arrestin U2OS	Rac1 GTP hydrolysis	K1F lysis inhibition	GPR55 LPI antagonism	HIV fusion peptide	Large T inhibition	others
COc1cc(CNc2ccc(N3CCOCC3)cc2)ccc1OCC(=O)NC(C)(C)C	19%	-1%	-7%	-6%	u	1.7%	3%	-1.1%	4.2µM*
Clc1ccc(COn2c(-c3ccc(Cl)cc3)nc3ccccc32)cc1	4.9%	7%	0%	-6%	1%	0.5%	16%	-0.1%	9%	NS5 inhibitors pilot replicate=-5.0
CCOc1cc(N2CCOCC2)c(OCC)cc1NC(=O)c1ccc(S(=O)(=O)N(C)C)cc1	0.2%	3%	x	7%	10%	0.2%	3%	-1.1%	13%
CCOc1cc(/C=N\NC(=O)c2ccc(NC(=O)C(C)(C)C)cc2)ccc1OC(=O)c1ccc(C)cc1	4.0%	-7%	-10%	1%	7%	0.0%	8%	-0.9%	13%
CC(C)OC(=O)c1ccc(NC(=O)c2cncc(Br)c2)cc1	42%	0%	-9%	-24%	8%	0.3%	-6%	0.9%	5%
Fc1ccc(CNCc2ccco2)cc1	3.9%	-4%	-3%	5%	20%	0.2%	-9%	-0.6%	4%
CCCn1c(=O)c2ccccc2n2c(=S)[nH]nc12	3.1%	-15%	2%	-6%	u	0.2%	-6%	-1.6%	18µM*
O=C(OCC(=O)N1CCCC1)c1c2c(nc3ccccc13)CCCCC2	3.0%	-4%	2%	7%	10%	-0.2%	3%	-0.9%	18%
CCCC[C@H]1C2=C3[C@@H](CC(C(=O)OC)=C[C@@H](C(=O)OC)[C@H]3C(C)(C)C2=O)n2c(=O)n(-c3ccccc3)c(=O)n21	1.8%	2%	-4%	x	6%	0.4%	x	x	10%
Cc1ccc(-n2cc(CN3CCC(CO)(Cc4cccc(C(F)(F)F)c4)CC3)cn2)cc1	-1.8%	1%	14%	-5%	11%	-0.1%	0%	-0.1%	-4%
CCCCCCSC1=C(C#N)C(c2ccccc2)CC(=O)N1 (configuration not stated)	2.0%	-2%	14%	18%	6%	3.1%	4%	-3.3%	16%
COc1cc(/C=C/c2nc3ccccc3c(=O)[nH]2)cc(Br)c1O	2.2%	-29%	2%	-4%	12%	-0.8%	-1%	0.5%	-2%
COc1ccc(NC(=O)c2ccc(OCc3c(C)noc3C)c(OC)c2)cn1	0.2%	4%	-4%	-7%	9%	0.2%	-2%	0.7%	1%
Cc1ccc(C(=O)N2CCCCC2C(=O)O)o1 (configuration not stated)	-0.2%	1%	3%	8%	2%	0.1%	1%	0.6%	-1%
C/C(=N\NS(=O)(=O)c1ccc(Cl)c([N+](=O)[O-])c1)c1cc2ccccc2o1	1.0%	19%	-6%	14%	11%	-0.5%	2%	24%	3%	NS5 inhibitors pilot replicate=-3.8
CCC(=O)c1ccc(OCC(=O)OCC(=O)Nc2sccc2C(N)=O)cc1	0.0%	-2%	22%	-11%	3%	0.3%	-14%	-0.3%	-1%
COc1ccc(-n2cc(CNCC3CCOCC3)c(-c3cccc(F)c3)n2)cc1	1.1%	x	1%	-9%	1%	1.7%	3%	-0.7%	23%
COc1cccc(CNC(=O)C2CCN(S(=O)(=O)c3cnc[nH]3)CC2)c1	1.2%	5%	3%	0%	0%	1.2%	-3%	-1.4%	7%
CCNC(=S)N/N=C(\C)c1cccc(C(F)(F)F)c1	4.8%	-13%	1%	16%	3%	-1.5%	16%	-1.2%	24%
COc1ccc(CCNC(=O)c2cc(S(=O)(=O)N3CCCC3)cn2C)cc1OC	1.9%	2%	x	8%	-1%	1.7%	-1%	-0.9%	9%
Cc1cccc(N(C)C(=O)COc2cc(=O)n(C)c3ccccc23)c1	3.2%	4%	10%	-1%	3%	5.4%	-13%	-3.2%	0%
Cc1cc(N2CCCC2=O)cc(C)c1CN1C(=O)c2ccccc2C1=O	5.6%	-4%	-7%	9%	3%	-0.1%	-8%	-0.5%	5%
CCCCn1c(N)c(N(CC(C)C)C(=O)CSc2n[nH]c(-c3ccc(C)cc3)n2)c(=O)[nH]c1=O	-0.7%	-1%	1%	x	7%	0.3%[50 µM]	x	x	13%
CCN(CC)CCCNS(=O)(=O)c1ccc(OC)cc1	0.5%	-8%	-13%	7%	8%	i	0%	2.3%	13%
C=CCn1c(Cc2csc(N)n2)nnc1SCC(=O)Nc1ccccc1C(F)(F)F	0.6%	0%	10%	7%	0%	2.0%	16%	3.2%	22%
COC(=O)CC1c2cc(OC)c(OC)cc2CC(=O)c2cc(OC)c(OC)cc21 (configuration not stated)	0.6%	-7%	-5%	8%	1%	4.5%	10%	-1.0%	-1%
CCCC(=O)Nc1ccc(NC(=O)c2cccs2)cn1	1.1%	-2%	9%	-11%	6%	-4.3%	9%	2.0%	0%
O=S(=O)(c1ccc(C2=CSC3=NCCN23)cc1)N1CCOCC1	2.0%	0%	11%	17%	4%	0.3%	3%	0.2%	4%
Cn1c(SCC(=O)c2ccc(-c3ccccc3)cc2)nnc1-c1ccco1	4.3%	-7%	-24%	10%	13%	0.0%	5%	40%	-1%
Cc1ccsc1/C=N/N=C/c1sccc1C	1.0%	0%	1%	-8%	-2%	0.3%	7%	-2.0%	-9%
Cc1ccc2c(c1)c1c(n2C)-c2[nH]ncc2CC1	-0.3%	-5%	2%	-16%	8%	-1.5%	2%	-2.4%	1%
CCOC(=O)C1CCCN(Cc2ccc(OC)cc2OC)C1 (configuration not stated)	1.1%	6%	-2%	6%	27%	0.1%	16%	-0.6%	14%	NS5 inhibitors pilot replicate=5.2
COc1ccc(C(=O)Nc2ccc3c(c2)n(C)c(=O)n3C)cc1OC	4.6%	-8%	1%	-12%	4%	-0.9%	-2%	-1.1%	13%
O=C(CSc1nc(=O)n2ccccc2n1)N1CCC(Cc2ccccc2)CC1	2.8%	-4%	0%	x	2%	1.7%[50 µM]	x	x	12%
O=C(COc1nsnc1N1CCOCC1)Nc1ccccc1Cl	5.1%	-9%	7%	-2%	3%	0.1%	0%	-2.0%	7%
COc1cccc(CNC(=O)C2CCN(Cc3cnn(-c4ccccc4)c3-n3cccc3)CC2)c1	-2.3%	-2%	21%	3%	20%	0.5%	21%	5.8%	-3%
O=C(CC(c1ccccc1)c1ccccc1O)NCCN1CCOCC1 (configuration not stated)	2.6%	1%	9%	-6%	-6%	-0.3%	22%	1.6%	-4%
N/C(=N\c1nc2c(c(=O)[nH]1)CCC2)Nc1cccc(Cl)c1	4.5%	-2%	0%	7%	-3%	-1.1%	4%	5.4%	14%
CC(Cc1ccccc1)C(=O)NCc1ccncc1 (configuration not stated)	-1.1%	-5%	-2%	3%	7%	1.5%	4%	3.7%	9%
Cc1cc(C)c(CN2CCC(N3CCC(C(=O)NCC4CCCO4)CC3)CC2)cc1C (configuration not stated)	-2.9%	-12%	5%	-8%	5%	0.5%	12%	0.9%	10%

A section from the list above, as a working copy:
SMILES	RSV CPE inhibition	NS5 inhibitors	PhoP inhibition	GPR35 arrestin U2OS	Rac1 GTP hydrolysis	K1F lysis inhibition	GPR55 LPI antagonism	HIV fusion peptide	Large T inhibition	others
Cc1ccc2c(c1)c1c(n2C)-c2[nH]ncc2CC1	-0.3%	-5%	2%	-16%	8%	-1.5%	2%	-2.4%	1%
CCOC(=O)C1CCCN(Cc2ccc(OC)cc2OC)C1 (configuration not stated)	1.1%	6%	-2%	6%	27%	0.1%	16%	-0.6%	14%	NS5 inhibitors pilot replicate=5.2
COc1ccc(C(=O)Nc2ccc3c(c2)n(C)c(=O)n3C)cc1OC	4.6%	-8%	1%	-12%	4%	-0.9%	-2%	-1.1%	13%
O=C(CSc1nc(=O)n2ccccc2n1)N1CCC(Cc2ccccc2)CC1	2.8%	-4%	0%	x	2%	1.7%[50 µM]	x	x	12%

Next section.
SMILES	RSV CPE inhibition	NS5 inhibitors	PhoP inhibition	GPR35 arrestin U2OS	Rac1 GTP hydrolysis	K1F lysis inhibition	GPR55 LPI antagonism	HIV fusion peptide	Large T inhibition	others
O=C(CS(=O)(=O)c1ccc(F)cc1)Nc1nccs1	-1.8%	-4%	6%	x	5%	0.8%[50 µM]	x	x	19%
CCOC(=O)CSC1=C(C#N)C(c2ccc(F)cc2)C(C(C)=O)=C(C)N1 (configuration not stated)	3.2%	-8%	2%	2%	8%	-0.1%	-16%	0.9%	8%
Cc1ccc(S(=O)(=O)N2CCN(S(=O)(=O)N(C)C)CC2)cc1	0.7%	4%	-6%	2%	6%	1.1%	12%	0.0%	2%
COc1ccc(-c2c(-c3cc(OC)cc(OC)c3)n(C)c3ccc(-c4ccc(OC)cc4F)cc23)cc1	-1.7%	-1%	x	x	-6%	1.2%	x	x	x
CCC(CC)COC(=O)C(C#N)c1nc2ccccc2nc1N1CCOCC1 (configuration not stated)	13%	-16%	13%	13%	6%	0.3%	8%	-0.2%	4%	NS5 inhibitors pilot replicate=1.5
Cc1cccc(C)c1NC(=O)NC1(C(=O)NCC2CCCO2)CCCCC1 (configuration not stated)	0.5%	4%	-3%	-2%	-6%	0.1%	-5%	-1.1%	3%
COc1cc(O)c(C(CC(=O)N2CCCC2)c2ccc(N(C)C)cc2)c(OC)c1 (configuration not stated)	0.3%	-5%	1%	7%	21%	1.3%	2%	2.5%	28%
C=CCNC(=O)CN(Cc1ccccc1)S(=O)(=O)c1ccccc1	-0.1%	-3%	-3%	-9%	11%	0.1%	8%	1.3%	8%
O=C(CN1CCN(CN2C(=O)NC3(CCCCCC3)C2=O)CC1)Nc1cccc(F)c1	-0.1%	-7%	x	x	7%	0.1%[50 µM]	x	x	x
CC(C)(C)c1ccc(OC(=O)c2ccccc2)cc1	2.2%	-6%	4%	8%	8%	0.3%	13%	2.2%	6%
COc1ccc(CN2CC(C(=O)NCCN3CCOCC3)CC2=O)cc1 (configuration not stated)	2.3%	1%	12%	5%	9%	1.1%	1%	2.2%	4%
CC1=C(C(=O)OCc2ccc3c(c2)OCO3)C(c2ccccc2)NC(=O)N1 (configuration not stated)	1.9%	-2%	-2%	-4%	7%	-1.8%	-30%	-0.5%	4%
